Compound activity deposited in PubChem BioAssay by The Scripps Research Institute Molecular Screening Center.
CHO parental Ca – ATP-evoked calcium signal inhibitors, parental CHO, primary screen, counter-screen for OX1R antagonist project, cell-based, fluorescence, Fluo-8 calcium dye; parental CHO-K1, ATP-induced calcium, Fluo-8 fluorescence; 330,000 tested, 0.63% active; inhibition, % at 5.6 µM;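 active = inhibition above that plate's mean sample inhibition plus 3 SD, cut at about 26% in these data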;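 also: 0% = ATP-challenged DMSO wells and 100% = DMSO wells without ATP; some compounds past the cut are filed as inactive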
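Assay system: untransfected parental CHO cell line. Also added: ATP agonist challenge. Dosing: one dose, 5.6 µM nominal. Measured by: Fluo-8 fluorescence. Read-out: % inhibition. Benchmarks: ATP wells versus no-ATP DMSO wells. Repeats: no replicates.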
OXTR potentiate – human OXTR potentiators, primary screen, fluorescence, CHO-OTR cells, Fluo-8 calcium. Oxytocin receptor (Homo sapiens), P30559. Fluo-8 calcium fluorescence, potentiator mode; 0% = oxytocin EC15, 100% = EC100. 320,000 tested, 0.061% active. activation, % at 3 µM;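 active = activation above that plate's cutoff, the mean activation of tested compounds plus 3 SD, cut at about 6.6% in these data, passing the limit was not always enough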;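 also: 100% uses oxytocin at 75 nM as the full agonist control; some results filed as inactive read as strong as hits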
Target sequence (P30559 whole entry, looked up): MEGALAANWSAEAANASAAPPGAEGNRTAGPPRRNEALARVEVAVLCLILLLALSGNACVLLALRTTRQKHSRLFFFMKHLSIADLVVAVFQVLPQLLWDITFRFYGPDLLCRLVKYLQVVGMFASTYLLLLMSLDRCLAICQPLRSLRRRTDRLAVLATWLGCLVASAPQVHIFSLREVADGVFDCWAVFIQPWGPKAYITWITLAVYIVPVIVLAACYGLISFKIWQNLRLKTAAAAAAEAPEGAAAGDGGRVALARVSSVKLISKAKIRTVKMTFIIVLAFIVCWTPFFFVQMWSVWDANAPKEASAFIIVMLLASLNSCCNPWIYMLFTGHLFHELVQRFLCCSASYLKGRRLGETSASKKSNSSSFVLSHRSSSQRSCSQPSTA
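Assay system: CHO cell line stably expressing human OTR | Also added: Oxytocin at about EC15, sub-maximal agonist stimulus | Times: Compound 6 min at room temperature before oxytocin, 100 s read | Measured by: Fluo-8 intracellular calcium fluorescence, ex 470-495, em 515-575 nm | Controls: EC15 oxytocin alone as 0%, 75 nM oxytocin as 100%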
V1aR counter – agonists of human V1a receptor, primary screen, counter-screen for OXTR agonist project, fluorescence, CHO-V1R cells | Fluo-8 calcium fluorescence, agonist mode; 0% DMSO, 100% 3 nM vasopressin | activation, % at 3 µM | 320,000 tested, 0.25% active;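 active = activation above the mean activation of all tested compounds plus 3 SD, per screening run, cut at about 20% in these data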;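 also: signal is peak over basal fluorescence ratio across a 100 second FLIPR read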
Target sequence (P37288 whole entry, looked up): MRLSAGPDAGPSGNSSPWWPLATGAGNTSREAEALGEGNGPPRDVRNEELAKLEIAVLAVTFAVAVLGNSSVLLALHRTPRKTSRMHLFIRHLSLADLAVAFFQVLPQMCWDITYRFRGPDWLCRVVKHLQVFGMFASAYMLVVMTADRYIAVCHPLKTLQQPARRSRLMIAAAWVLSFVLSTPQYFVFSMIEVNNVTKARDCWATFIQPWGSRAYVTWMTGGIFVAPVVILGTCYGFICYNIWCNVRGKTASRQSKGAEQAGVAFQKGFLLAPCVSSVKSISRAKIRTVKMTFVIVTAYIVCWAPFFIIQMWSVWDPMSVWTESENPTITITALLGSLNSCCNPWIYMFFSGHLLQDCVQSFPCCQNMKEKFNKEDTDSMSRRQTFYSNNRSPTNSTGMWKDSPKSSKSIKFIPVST
TAAR1 agonist – human TAAR1 agonists, primary screen, Fluo-8 calcium fluorescence, CHO RD-HGA16 cells; 360,000 tested, 0.99% active; vehicle wells 0%, saturating PEA agonist 100%; Trace amine-associated receptor 1 (Homo sapiens), Q96RJ0; activation, % at 3 µM;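 active = activation above the mean activation of all test compounds in the run plus 3 SD, cut at about 38% in these data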
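Benchmarks: low control DMSO, high control PEA (EC100); System: CHO RD-HGA16 cells carrying human TAAR1 plus Gα16; Detection: Fluo-8 fluorescence, 5 s baseline then 140 s kinetic read; Schedule: 17-24 h plating, Fluo-8 75 min 37 °C, 30 min RT; Read-out basis: % activation from peak over basal fluorescence ratio, DMSO-to-PEA scaled.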
CHRM1 agonist – human M1 muscarinic receptor agonists, primary screen, Fluo-8 calcium fluorescence, CHO-K1 cells, HTS. Muscarinic acetylcholine receptor M1 (Homo sapiens), P11229. CHO-K1 hM1, agonist mode; 0% DMSO, 100% acetylcholine EC100. activation, % at 3 µM. 360,000 tested, 0.33% active;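 active = activation above the run's mean compound activation plus 3 SD, cut at about 16% in these data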;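 also: peak over basal fluorescence ratio within a 140 s kinetic read after compound addition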
CHO-K1 Ca antag – nonselective inhibitor or artifact in parental CHO-K1 cells. 360,000 tested, 0.6% active. AID 602250. ATP-induced calcium, Fluo-8 fluorescence. inhibition, % at 3 µM;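 active = inhibition above a per-plate cutoff, the plate's mean sample inhibition plus 3 SD, cut at about 24% in these data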;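 also: 0% = DMSO plus EC80 ATP and 100% = DMSO alone without ATP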
CHO-K1 Ca ag – counter-screen for M1 agonists: effect in parental CHO-K1 cells. 360,000 tested, 0.48% active. activation, % at 3 µM. Fluo-8 calcium fluorescence; scaled to maximal ATP response, vehicle zero. AID 602248, 2012; in the data active = activation above about 15%;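 also: untransfected CHO-K1 host cells lacking M1 receptor as counterscreen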
TAAR1 antag – human TAAR1 antagonists, primary screen, Fluo-8 calcium fluorescence, CHO RD-HGA16 cells; Trace amine-associated receptor 1 (Homo sapiens), Q96RJ0; antagonist; inhibition, % at 3 µM; 360,000 tested, 1.5% active; AID 624466, 2012;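 active = inhibition above a per-plate cutoff, the mean inhibition of test compounds on that plate plus 3 SD, cut at about 49% in these data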;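 also: 0% = DMSO plus EC80 beta-PEA response and 100% = DMSO alone without agonist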
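Test system: hTAAR1-expressing CHO RD-HGA16 cells, Gα16-coupled; Probe or stimulus: EC80 β-phenethylamine stimulus; Compound dosing: single nominal final test compound concentration of 3 µM; Timing: 140 s kinetic read after compound, 140 s after agonist; Signal: Fluo-8 calcium-sensitive fluorescence; Measure: % inhibition of agonist calcium response; Controls: DMSO and EC80 PEA controls.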
CHO-K1 Ca PAM – nonselective calcium activators in parental CHO-K1 cells, primary screen, counter-screen for M1 PAM project, cell-based, Fluo-8 calcium fluorescence, full deck, 1536-well. ATP EC20; 0% at ATP EC20, 100% at ATP max. activation, % at 3 µM. 360,000 tested, 0.02% active. AID 602247, 2012;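 active = activation above the run cutoff, the mean activation of all test compounds plus 3 SD, cut at about 40% in these data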;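 also: peak over basal fluorescence ratio in a 140 s read after ATP addition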
* = called active by the depositor; · = no result given.

SMILES | CHO parental Ca | OXTR potentiate | V1aR counter | TAAR1 agonist | CHRM1 agonist | CHO-K1 Ca antag | CHO-K1 Ca ag | TAAR1 antag | CHO-K1 Ca PAM
CCN(c1ccccc1)S(=O)(=O)c1ccc(Cl)c(NC(=O)CSc2n[nH]c(N)n2)c1 | -18 | -9 | -0.3 | 3 | -9 | -1 | 1.3 | -21 | 20
C[C@H](CO)N1C[C@H](C)[C@@H](CN(C)C(=O)Nc2ccccc2)Oc2ncc(C#CC3CCCCC3)cc2C1=O | · | · | · | -1 | -7 | 13 | 0.1 | -19 | -3
C=C(C)CSc1nnc(-c2cc(OC)c(OC)c(OC)c2)n1N | -17 | 0 | -0.1 | 3 | -5 | -3 | 0.7 | 13 | 18
COc1ccc(N2CCN(C(=O)CCS(=O)(=O)c3ccc(C)cc3)CC2)cc1 | -13 | -7 | 1.5 | 1 | -2 | -3 | 0.4 | 3 | -2
Cc1nnc(SC(C)C(=O)Nc2ccc3c(c2)OCCO3)s1 (centres undefined) | -2 | -6 | 1.1 | 3 | -4 | -18 | 0.4 | 15 | 10
Cc1cccc(/C=C2/C(=O)/C(=C/c3ccccc3C)C3CCC2N3C)c1 (centres undefined) | -15 | -11 | -1.0 | 7 | -2 | -5 | 0.4 | 7 | -3
COc1ccccc1NS(=O)(=O)c1ccc2[nH]c(=O)[nH]c2c1 | -13 | 6 | -0.3 | 1 | 0 | 0 | 0.4 | -8 | -4
Cc1cc(O)c(C(C)C)cc1C1(c2cc(C(C)C)c(O)cc2C)OC(=O)c2ccccc21 | 1 | -6 | 0.6 | 2 | -5 | -15 | 3.7 | -35 | 37
c1ccc(N2CCN(C3CCSC3)CC2)cc1 (centres undefined) | -2 | 0 | -1.2 | 4 | -7 | -14 | -0.4 | -3 | 11
CCN(CCCNC(=O)C1CCC(=O)N1Cc1ccc(C)cc1)c1cccc(C)c1 (centres undefined) | -26 | -10 | 4.7 | 5 | -3 | -6 | 1.4 | -2 | 25
Cc1sc2ncnc(N3CCCCC3C)c2c1C (centres undefined) | -9 | -21 | 3.2 | 14 | 0 | 4 | 3.3 | 9 | -14
CCOC(=O)C1CCN(C(=O)/C=C/c2cc(OC)c(OC)c(OC)c2)CC1 | -8 | 2 | -0.7 | 0 | -5 | -1 | 0.6 | -23 | 17
CCCN(CC(=O)Nc1ccccc1C)C(=O)c1cc2ccccc2oc1=O | · | · | · | 1 | -1 | -13 | 0.6 | -17 | 5
O=Cc1ccc(Oc2ncccn2)cc1 | 2 | -8 | 0.7 | 6 | -2 | -14 | 0.4 | -23 | 15
O=C(NC1CCCC1)C1(c2ccccc2)CCN(S(=O)(=O)c2ccccc2)CC1 | -23 | 0 | -1.5 | 1 | -11 | -7 | 0.7 | 14 | 4
CC(=O)NC(Cc1cccc(C)c1)C(=O)NC1CCN(S(=O)(=O)c2ccccc2)CC1 (centres undefined) | 2 | -5 | 0.7 | 2 | -7 | -4 | 0.4 | -5 | 2
CC(NS(=O)(=O)c1ccc(F)cc1)C(c1cccs1)N1CCOCC1 (centres undefined) | -8 | -2 | -0.3 | 1 | -3 | -15 | -0.4 | -6 | 20
CON(C)C(=O)C[C@@H]1C[C@H](OC(=O)c2ccc([N+](=O)[O-])cc2)CN1C(=O)OC(C)(C)C | -23 | 5 | -0.5 | 3 | -5 | -7 | -0.1 | -13 | 3
COc1ccc(CN2CCNC(=O)C2CC(=O)NC2CC(C)(C)CC(C)(C)C2)cc1OC (centres undefined) | -28 | -10 | 0.0 | 9 | -1 | -10 | -0.1 | -15 | 11
CCCCCn1c(=O)[nH]c2cc(C(=O)NCc3ccc4c(c3)OCO4)ccc2c1=O | -10 | -3 | 0.6 | 1 | -3 | -19 | 0.6 | 6 | 6
CC(C)N(C(=O)[C@H]1C[C@H](CC(=O)NCCN2CCOCC2)C(=O)N2CCc3c([nH]c4cc(-c5ccco5)ccc34)[C@]12C)C(C)C | -16 | · | · | 0 | -5 | -14 | -0.1 | -12 | 4
Cc1ccc(CC(=O)Nc2ccc(C(=O)N3CCCCC3)cc2)cc1 | -8 | -2 | 4.6 | 9 | 7 | 7 | 3.0 | 22 | 16
Cc1cc(C)c(S(C)(=O)=O)c(Sc2ccc(Cl)cc2)n1 | -18 | -7 | 2.4 | 16 | -3 | 2 | -0.5 | 8 | 3
Cc1cccc(-n2c(C)cc(/C=C3\NC(=O)NC3=O)c2C)c1 | -18 | -4 | -0.8 | 16 | -2 | 0 | 2.8 | -40 | 2
Cn1cc(/C=C(\C#N)C(=O)Nc2cccc([N+](=O)[O-])c2)c2ccccc21 | -11 | -4 | 0.0 | 4 | -2 | -13 | -0.1 | 14 | 13

Compound profiles (already shown). Order of screens: CHO parental Ca | OXTR potentiate | V1aR counter | TAAR1 agonist | CHRM1 agonist | CHO-K1 Ca antag | CHO-K1 Ca ag | TAAR1 antag | CHO-K1 Ca PAM
CC(=O)NC(Cc1cccc(C)c1)C(=O)NC1CCN(S(=O)(=O)c2ccccc2)CC1 (centres undefined) in the list: 2 | -5 | 0.7 | 2 | -7 | -4 | 0.4 | -5 | 2
Cc1cc(C)c(S(C)(=O)=O)c(Sc2ccc(Cl)cc2)n1 in the list: -18 | -7 | 2.4 | 16 | -3 | 2 | -0.5 | 8 | 3
CON(C)C(=O)C[C@@H]1C[C@H](OC(=O)c2ccc([N+](=O)[O-])cc2)CN1C(=O)OC(C)(C)C in the list: -23 | 5 | -0.5 | 3 | -5 | -7 | -0.1 | -13 | 3

Next part
SMILES | CHO parental Ca | OXTR potentiate | V1aR counter | TAAR1 agonist | CHRM1 agonist | CHO-K1 Ca antag | CHO-K1 Ca ag | TAAR1 antag | CHO-K1 Ca PAM
CC1(C(=O)Nc2nccs2)Cc2ccccc2C(=O)O1 (centres undefined) | -2 | 3 | 0.7 | 6 | -1 | 6 | 0.3 | 9 | 2
COc1cc(NC(=O)C2CCCN2S(=O)(=O)c2ccc3c(c2)CC(C)N3C(C)=O)cc(OC)c1 (centres undefined) | -27 | -7 | 1.6 | 1 | -3 | -8 | 1.3 | -4 | 6
CCCNC(=O)c1ccccc1NC(=O)c1ccc2c(=O)n3c(nc2c1)CCC3 | -23 | -5 | -0.9 | 4 | 0 | 1 | 0.3 | 24 | 1
Brc1ccc(-c2nc(-c3ccccc3)no2)o1 | 3 | -4 | -0.3 | 5 | -6 | 2 | -0.2 | -5 | 7
O=C(OCC(=O)N1CCN(c2ccccc2)CC1)c1ccc(Cl)cc1[N+](=O)[O-] | -11 | -2 | 3.0 | 0 | 0 | 5 | 3.6 | -10 | -14
COc1ccc2cnn(-c3ccc(OC(F)(F)F)cc3)c(=O)c2c1OC | -3 | -3 | 0.7 | 3 | -4 | 0 | 0.2 | -5 | -14
COc1ccc(CCC(=O)NCCS(=O)(=O)N2CCN(c3ccccc3F)CC2)cc1 | -17 | -2 | 2.4 | 11 | 0 | -8 | 8.2 | 38 | 8
C/C(=N\NC(N)=S)C1(C)CCCCC1 | 3 | -6 | 0.4 | 1 | -8 | -8 | 0.1 | 2 | 9
C[C@H](NC(=O)c1ccccc1)C(=O)OCC(=O)Nc1sccc1C(N)=O | 0 | -5 | 3.2 | 2 | -2 | -4 | 2.2 | 9 | -5
COc1ccc(C(=O)N2CCN(S(=O)(=O)c3ccc4c(c3)OCCO4)CC2)cc1 | · | · | · | 7 | 1 | -7 | 1.1 | -22 | 12
Cc1cc(N)n2nc(-c3ccc(C(C)(C)C)cc3)cc2n1 | -2 | -10 | 1.2 | 10 | 0 | -14 | 1.6 | 11 | 19
CC(C)OCCCNC(=O)C(=O)N/N=C/c1ccc(OCc2ccccc2)cc1 | -8 | -5 | 0.6 | 2 | 1 | -2 | 0.7 | -12 | 7
CC(C)C1COC(c2cccn2Cc2ccccc2Cl)=N1 (centres undefined) | -13 | 4 | -0.5 | 15 | -9 | -4 | 0.7 | -5 | 20
COc1ccccc1/C=C/C(=O)OCC(=O)NC1CC1 | · | · | · | 2 | -4 | 1 | 0.3 | 0 | 2
CCc1nnc(NC(=O)c2oc3ccccc3c2COC(C)C)s1 | -22 | -1 | -0.8 | 1 | -1 | 13 | 0.0 | 7 | -13
COC(=O)c1cc(C(=O)OC)cc(N2C(=O)CC(NNC(=O)c3ccc(C)cc3)C2=O)c1 (centres undefined) | 0 | -8 | -0.8 | 7 | -3 | 9 | 3.2 | 4 | 20
Cc1[nH]ncc1Nc1ccccc1C(C)C | · | · | · | 0 | -10 | 6 | 0.1 | -7 | 1
COc1ccc(-c2nc(C#N)c(N3CCN(c4cccc(Cl)c4)CC3)o2)cc1OC | -6 | -4 | 1.1 | 13 | -4 | -1 | -0.3 | -14 | 18
O=C(NC1CCCCCC1)C1CCN(S(=O)(=O)c2ccc(F)cc2)CC1 | -9 | -7 | 1.6 | 2 | -8 | -19 | 2.2 | -1 | 8
O=C(CN1CCCCCC1)N/N=C/c1ccc(Cl)c(Cl)c1 | -11 | -3 | 0.5 | 5 | -8 | -7 | 0.8 | -10 | 20
Cc1cc(CC(=O)O)c(C)cc1CC(=O)O | 1 | -16 | 1.6 | 5 | -2 | 2 | 0.3 | -18 | 11
O=C(COc1ccc2ccccc2c1)N/N=C/c1ccccn1 | -17 | -6 | 4.2 | 6 | -6 | -6 | 1.9 | 4 | 26
CCOc1cc(C(C(=O)NCC2CCCO2)N(C(=O)Cn2nnc3ccccc32)c2ccc(C(C)=O)cc2)ccc1O (centres undefined) | -5 | 4 | 0.9 | 0 | -6 | -17 | 1.2 | -11 | 16
COc1c(Cl)cc(C(=O)NCc2ccco2)cc1Cl | -13 | 8 | -1.7 | 0 | -3 | -4 | -0.1 | -22 | 12
O=C(O)/C=C/S(=O)(=O)c1ccc2ccccc2c1 | -1 | -11 | 0.7 | 0 | -1 | -3 | 0.2 | -11 | 5
O=C(CSc1nc2ccccc2c(=O)n1-c1ccccc1)N/N=C/C=C/c1ccccc1[N+](=O)[O-] | -16 | -11 | 0.0 | 1 | -2 | -15 | 0.8 | 18 | 4
Cc1ccc(N(CC(=O)NCc2ccc3c(c2)OCO3)C(=O)c2csnn2)cc1 | -6 | -5 | 1.6 | 4 | 0 | -11 | 0.8 | -2 | 12
